HIV peptide binding: inhibitors of HIV fusion peptide binding, primary screen, biochemical, uHTS, fluorescence dequenching (AID 1986). one-dose inhibition, % at 20 µM; IC50 in µM for titrated hits. 290,000 tested, 0.3% active. cell-free peptide binding, fluorescence dequenching, 30 min; higher % means a stronger effect; in the data active = inhibition mostly above about 52%, no sharp cut-off; inactive = mostly below about 76%; note: some results filed as inactive read as strong as hits
MgcRacGAP inhibition: MgcRacGAP GTPase-activating activity inhibitors, confirmation, biochemical, ADP Hunter fluorescence; MgcRacGAP-stimulated Rac1 GTP hydrolysis, ADP Hunter fluorescence; higher % means a stronger effect; GST-tagged Rac1 F28L mutant substrate; one-dose inhibition, % at 30 µM; IC50 in µM for titrated hits; 340,000 tested, 0.6% active; AID 624330, 2012;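 active = first-screen hits whose inhibition reached a set limit at any dose in the follow-up dose series; inconclusive = inhibition above the set first-screen limit but never retested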;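 note: fluorescence reports GDP produced by GAP-driven GTP hydrolysis; strong numbers were not always called active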
GPR35 arrestin U2OS: GPR35 antagonists blocking zaprinast-driven arrestin recruitment, primary screen, imaging, U2OS, beta-arrestin-GFP, zaprinast agonist (AID 2058); inhibition, % at 10 µM, or IC50 in µM where a hit was titrated; 290,000 tested, 0.052% active; U2OS GPR35 beta-arrestin-GFP translocation imaging, zaprinast antagonism; higher % means a stronger effect;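 active = inhibition of at least 50% with at least 30 cells and total cytoplasm GFP at most 10,000,000; inconclusive = under 30 cells or total GFP of 10,000,000 plus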
NTR1 agonist: agonists of NTR1, primary screen, imaging, U2OS cells, beta-arrestin-GFP, high content (AID 493036) | activation, % at 20 µM | 330,000 tested, 0.17% active | NTR1-U2OS beta-arrestin-GFP spot imaging, agonist mode | Neurotensin receptor type 1 (Homo sapiens), P30989;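 active = activation at or above 40% of the spot to cytoplasm intensity ratio, with at least 20 cells analyzed; inconclusive = wells under 20 cells, flagged as cytotoxic or low count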;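 note: 0% = DMSO without peptide and 100% = 100 nM NTR1 peptide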
Target sequence (P30989 whole entry, looked up): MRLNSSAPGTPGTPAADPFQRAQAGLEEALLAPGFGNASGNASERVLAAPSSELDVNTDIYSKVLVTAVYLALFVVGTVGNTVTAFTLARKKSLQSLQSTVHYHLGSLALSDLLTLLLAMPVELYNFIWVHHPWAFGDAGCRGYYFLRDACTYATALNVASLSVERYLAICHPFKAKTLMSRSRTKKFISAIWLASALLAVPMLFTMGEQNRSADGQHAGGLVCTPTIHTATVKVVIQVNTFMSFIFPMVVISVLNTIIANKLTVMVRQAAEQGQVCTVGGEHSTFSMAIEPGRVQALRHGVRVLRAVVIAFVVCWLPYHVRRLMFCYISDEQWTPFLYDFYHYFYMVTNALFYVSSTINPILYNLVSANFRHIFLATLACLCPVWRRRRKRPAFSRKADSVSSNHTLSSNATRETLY
Salmonella PhoP GFP: inhibitors of PhoP regulon expression, primary screen, Salmonella Typhimurium, GFP reporter (AID 1863); S. Typhimurium PhoP-regulated promoter GFP reporter, 4 h; higher % means a stronger effect; inhibition, % at 50 µM; hits with a dose series show IC50 in µM; 300,000 tested, 0.16% active;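 active = inhibition over 29.93%, a cutoff 3 SD above the screen mean, later confirmed by dose response; inconclusive = inhibition over 29.93% but no dose response follow-up; inactive = inhibition at most 29.93% or unconfirmed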;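 note: 0% = low Mg2+ inducing control and 100% = high Mg2+ repressing control; strong numbers were not always called active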
GPR55 LPI antagonism: GPR55 antagonists blocking LPI-driven arrestin recruitment, primary screen, imaging, U2OS, beta-arrestin-GFP, LPI agonist (AID 2013) | G-protein coupled receptor 55 (Homo sapiens) | one-dose inhibition, % at 10 µM; IC50 in µM for titrated hits | U2OS GPR55 beta-arrestin-GFP translocation imaging, LPI antagonism; higher % means a stronger effect | 290,000 tested, 0.13% active;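 active = spots per cell inhibited over 60%, with over 100 cells counted and total cytoplasm intensity under 500,000; inconclusive = wells with under 100 cells, flagged as likely toxic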;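 note: U2OS cells stably carrying GPR55 and arrestin-GFP stimulated by 5 µM LPI near EC80; imaged beta-arrestin-GFP aggregate spots per cell after agonist stimulation; plate controls were LPI-stimulated DMSO wells for no effect and DMSO wells without LPI for full effect; some results filed as inactive read as strong as hits; confirmed hits need IC50 under 10 µM and bright autofluorescent wells are also inconclusive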
LYP phosphatase: inhibitors of LYP phosphatase, biochemical, fluorescence intensity, uHTS (AID 1779) | recombinant LYP phosphatase, fluorescence intensity; higher % means a stronger effect | Tyrosine-protein phosphatase non-receptor type 22 (Homo sapiens) | 290,000 tested, 0.054% active | inhibition, % at 11.5 µM, or IC50 in µM where a hit was titrated; in the data active = inhibition above about 50%;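 note: plate controls were vehicle with enzyme for no effect and no enzyme for full effect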
Myeloid diff 2: induction of myeloid progenitor differentiation, primary screen, cell-based, flow cytometry, MLPCN library. ER-HoxA9 myeloid progenitors, lysozyme-GFP differentiation. calls only at 10 µM. 360,000 tested, 1% active;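 active = normalized GFP-positive differentiation at or above the plate's own cutoff, the solvent-only control mean plus 3 SD; inconclusive = no clear call, values can overlap the other calls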;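 note: cells exposed to compound for four days before flow analysis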
SIAH1 antagonists: Siah-1 peptide-binding antagonists, primary screen, biochemical, fluorescence polarization, rhodamine-plectin, uHTS (AID 1817). Siah-1 / rhodamine-plectin peptide fluorescence polarization; higher % means a stronger effect. displacement, % at 20 µM; hits with a dose series show IC50 in µM. 290,000 tested, 0.02% active;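 active = displacement of at least 50% at 20 µM, with a fluorescence ratio check between 0.3 and a set limit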;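 note: plate controls were Siah plus tracer with DMSO for no effect and tracer alone without Siah for full effect; strong numbers were not always called active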
NTR1 agonist cell count 20 µM: second read-out of NTR1 agonist, no call of its own (marks repeat the call); cell count; measured here: cell count, cytotoxicity flag
Myeloid diff 2 GFP+ MAC1+ %: also measured in Myeloid diff 2; calls as there; GFP+ MAC1+ double positive, %; measured here: differentiation confirmed by MAC1 staining
* hit, by the source's call; i = inactive; ? = inconclusive; . = not tested or not shown. Compounds as they come; about 2.4% have a hit in one of these screens.

SMILES	HIV peptide binding	MgcRacGAP inhibition	GPR35 arrestin U2OS	NTR1 agonist	NTR1 agonist cell count 20 µM	Salmonella PhoP GFP	GPR55 LPI antagonism	LYP phosphatase	Myeloid diff 2	Myeloid diff 2 GFP+ MAC1+ %	SIAH1 antagonists
NC(CSC12CC3CC(CC(C3)C1)C2)C(=O)O (centres undefined)	-0.2%	4.2%	11.9%	0.4	44	33.3%	-1.8%	-11.0%	i	5.4	-0.9%
COc1ccc(C2CC(=O)c3cnc(Nc4cc(C)cc(C)c4)nc3C2)cc1 (centres undefined)	-0.2%	6.0%	-2.2%	5.0	86	1.1%	5.5%	-3.2%	i	0.8	-1.0%
COc1ccc(C(=O)NC2CCCc3c2cnn3-c2cc(F)cc(F)c2)c(OC)n1 (centres undefined)	0.6%	5.4%	7.3%	3.9	57	3.1%	-10.9%	-6.1%	i	2.5	9.3%
O=C(CSc1cccc2cccnc12)N1CCCC1	0.5%	12.1%	7.0%	5.5	58	-3.8%	5.6%	0.8%	i	0.8	-11.2%
Cc1c(NC(=O)C(C)Oc2cccc(Cl)c2)c(=O)n(-c2ccccc2)n1C (centres undefined)	.	6.9%	.	-0.4	70	-1.2%	.	.	i	0.7	.
CNNC(=O)C(=O)NNS(=O)(=O)c1ccccc1	-2.6%	0.2%	-5.7%	0.3	29	-3.3%	1.0%	-5.4%	i	0.3	4.2%
Cn1c(=O)c2c(nc(NC3CCCCC3)n2Cc2ccccc2)n(C)c1=O	-2.3%	12.8%	-9.5%	4.4	56	-1.4%	15.1%	3.7%	i	3.3	8.8%
CC(NC(=O)NC1CCCCC1)C(c1cccs1)N1CCN(Cc2ccccc2)CC1 (centres undefined)	0.0%	5.5%	-1.4%	5.7	91	9.8%	1.6%	-4.9%	i	1.3	2.8%
COc1ccc(C)cc1-n1nnnc1SCC(=O)c1ccc2c(c1)OCCO2	16.0%	9.3%	-1.2%	0.5	68	-9.5%	4.9%	-4.6%	i	0.3	-1.0%
CC(=O)c1sc(NC(=O)CCCOc2ccc(Cl)cc2)nc1C	12.3%	-11.3%	-5.0%	-0.1	35	1.5%	1.7%	-6.3%	i	1.1	40.7%
CCOC(=O)N1CCN(C(=O)CSc2nc3c([nH]c4ccccc43)c(=O)n2CC)CC1	-0.4%	3.4%	18.4%	2.5	59	1.3%	5.5%	-6.7%	?	.	10.2%
COc1ccc(CCN(C)C(=O)CSc2ncnc3sccc23)cc1OC	2.7%	0.8%	3.5%	-0.9	37	6.4%	17.2%	-5.6%	i	0.1	4.6%
Cc1[nH]nc2c1C(c1ccc(OC(=O)c3ccco3)cc1)C(C#N)=C(N)O2 (centres undefined)	2.9%	2.5%	9.1%	3.5	40	1.3%	13.6%	-11.1%	i	3.1	0.3%
Cc1cccc(S(=O)(=O)NCCc2cn3ccccc3n2)c1	-0.6%	10.7%	8.3%	-1.0	91	2.2%	2.5%	-4.0%	i	0.1	-2.3%
COc1ccc2c(=O)c(N3C(=O)c4ccccc4C3=O)c(C)oc2c1	-0.6%	0.1%	21.9%	-0.5	55	3.1%	-5.1%	-3.6%	i	1.2	7.1%
Nc1nc(C2C(=O)CCCC2=O)cs1	1.7%	16.8%	4.2%	-0.4	53	-6.5%	2.2%	-9.9%	i	0.3	-1.1%
COc1ccc(S(=O)(=O)Nc2ccc(S(=O)(=O)Nc3nc(C)cc(C)n3)cc2)cc1OC	0.4%	-2.3%	-3.2%	-0.7	39	-4.1%	10.4%	-0.3%	i	10.4	-2.0%
COc1ccc(C(=O)C2CCCN(Cc3ccc4c(c3)OCCO4)C2)cc1F (centres undefined)	-0.4%	12.3%	-3.9%	3.0	70	-18.7%	0.9%	-5.4%	i	0.4	2.2%
O=C1CSc2ccc(S(=O)(=O)N3CCN(c4ccccc4)CC3)cc2N1	-0.4%	-1.4%	-3.2%	4.2	62	4.3%	2.3%	-5.8%	i	1.8	1.8%
Fc1ccc(COc2ccccc2C(=S)N2CCCC2)cc1	2.0%	10.4%	5.8%	-0.5	62	20.5%	8.2%	8.7%	i	0.4	3.0%
Cc1onc(-c2c(Cl)cccc2Cl)c1NC(=O)NNc1ccccn1	0.8%	4.9%	10.9%	-0.4	56	-3.8%	4.6%	-6.3%	i	0.4	4.7%
COc1cc(NC(=O)c2cccnc2SC)cc(OC)c1	-1.4%	4.7%	-1.8%	-1.1	54	3.4%	9.2%	0.9%	i	0.9	2.6%
CCC(C(=O)NC1CCCC1)N(C(=O)Cn1nnc(-c2ccc(C)cc2)n1)C1CCCC1 (centres undefined)	.	1.9%	.	-0.5	31	1.7%	.	.	i	1.1	.
CCC(=O)Oc1ccc2ccccc2c1CNC(=O)c1ccccc1	0.4%	9.3%	4.4%	5.5	71	-2.7%	-4.2%	-5.4%	i	0.7	-2.9%
COc1ccc(OC(C)C(=O)NC2CCCCCC2)cc1 (centres undefined)	2.2%	-7.6%	-6.5%	0.1	51	-0.1%	5.8%	-10.2%	?	.	3.2%
COCC1CCCCN1C(=O)c1cccc(OC2CCN(C(=O)C3CC3)CC2)c1 (centres undefined)	-1.3%	-0.6%	8.9%	0.4	60	11.5%	-36.1%	-3.6%	i	1.0	-6.0%
COC(=O)C1=C(C)NC2=C(C(=O)CCC2)C1c1coc2ccccc2c1=O (centres undefined)	-2.0%	11.3%	-2.3%	0.2	47	-11.8%	7.2%	-1.7%	i	0.5	-2.0%
CCCOc1ccc(/C=C/C(=O)NC2CCCCC2)cc1	0.8%	12.8%	7.7%	1.6	52	-0.6%	10.1%	4.3%	i	0.3	-0.7%
N=c1ccn2c(n1)OC1C(O)C(CO)OC12 (centres undefined)	0.8%	6.0%	3.1%	1.4	41	-2.2%	7.8%	-6.7%	?	.	-3.6%
O=C(Cc1ccccc1)N/N=C/c1ccccc1OCc1ccc(Cl)cc1	0.3%	9.6%	11.2%	1.0	41	7.3%	1.7%	-0.1%	i	0.6	0.3%
CN(C)c1ccc(/C=C2\CCCCC2=O)cc1	3.4%	22.0%	-10.4%	1.0	72	-6.1%	3.9%	-2.4%	i	0.5	8.8%
O=C(O)C(Cc1c[nH]c2ccccc12)NS(=O)(=O)c1ccc(Cl)c(C(F)(F)F)c1 (centres undefined)	11.7%	8.8%	-7.3%	2.9	50	4.2%	-7.4%	-8.6%	i	0.4	10.6%
CCN(CC)S(=O)(=O)c1ccc(C(=O)NCCCn2ccnc2)cc1	-2.1%	3.5%	-10.4%	0.3	39	4.3%	-0.6%	-2.7%	i	0.2	3.5%
COc1ccc(CN(C)C(=O)c2cc(S(=O)(=O)N3CCCCCC3)ccc2OC)cc1OC	0.0%	0.6%	-10.0%	1.0	66	-1.8%	-13.4%	-6.5%	i	3.3	-0.3%
O=C(CN1C(=O)c2ccccc2C1=O)OCC(=O)N1CCN(c2ccccc2)CC1	.	2.3%	.	1.2	59	-0.8%	.	.	i	0.5	.
O=C(NCc1ccco1)C(=O)NCC1OCCN1S(=O)(=O)c1ccccc1 (centres undefined)	11.6%	10.3%	-8.5%	-0.5	98	10.4%	6.1%	-4.8%	i	1.1	1.2%
CCC(=O)N1CCc2cc(S(=O)(=O)N(C)c3ccc(OC)cc3OC)ccc21	0.8%	.	4.8%	0.3	57	-8.5%	-3.7%	2.7%	i	0.5	-4.3%
CC(C)Cc1ccccc1O	-1.1%	.	0.4%	-3.3	99	9.8%	4.3%	-12.6%	.	.	3.6%
CCCCCCCC(=O)Nc1cc(C(=O)NCCC)ccc1N1CCC2(CC1)CC(c1ccccc1)=NO2	-1.1%	6.2%	-1.6%	0.4	52	10.5%	18.0%	11.0%	?	.	2.8%
Cc1cc(=O)[nH]c(N/N=C/c2c(O)n(-c3ccccc3)c(=O)c3ccccc23)n1	6.4%	29.4%	3.1%	-0.9	59	-7.6%	-1.7%	-8.7%	i	0.8	0.1%
N#CCN1C(=S)N=C(Nc2cccc(Cl)c2)C12CCCCC2	-2.2%	2.1%	-18.8%	-1.1	44	0.6%	2.9%	-4.8%	i	0.5	-4.3%
Cc1cccc2nc(CSc3nncn3-c3ccccc3)cn12	2.0%	12.9%	1.4%	0.0	28	2.0%	0.5%	-12.0%	i	0.7	3.7%
O=C(O)Cn1cnc2ccccc2c1=O	3.2%	0.7%	13.9%	-0.3	49	1.9%	0.4%	-8.6%	i	1.2	2.0%
CCCCCOc1ccc(C(O)C(CN2CCOCC2)c2ccccc2)cc1 (centres undefined)	-0.1%	1.0%	8.2%	2.3	80	2.7%	14.3%	-8.1%	i	0.4	0.4%
Cc1cc(NC(=O)NCC(F)(F)F)no1	1.1%	9.1%	9.3%	0.5	66	-9.5%	8.6%	-8.3%	i	0.3	3.9%
O=C(Nc1ccc(S(=O)(=O)N2CCCC2)cc1)c1ccc2c(=O)n3c(nc2c1)CCCCC3	-1.2%	3.4%	-9.0%	10.9	49	3.6%	11.7%	4.5%	i	0.0	3.5%
O=C(NCCO)c1ccc2c(c1)S(=O)(=O)c1ccccc1C2=O	-0.7%	10.1%	6.1%	-1.2	94	-4.1%	8.6%	-10.2%	i	2.3	1.9%
O=C(CN1CCN(c2ccccn2)CC1)Nc1ccc([N+](=O)[O-])cc1C(=O)Nc1ccccc1F	-0.7%	4.6%	3.4%	12.4	71	-4.0%	13.5%	1.6%	i	0.6	-2.5%
CCC(C(=O)OCC(=O)Nc1ccc(SC(F)F)cc1)c1ccccc1 (centres undefined)	-1.2%	2.6%	-2.3%	.	.	20.3%	3.3%	-2.8%	i	0.0	5.9%
OCCN1CCN(c2ncnc3c2c(-c2ccccc2)cn3-c2ccc(F)cc2)CC1	0.5%	2.1%	-9.0%	4.4	61	4.3%	19.3%	-3.4%	i	0.0	6.6%
COc1cc(C=O)c(Br)cc1OCC(=O)NCCc1ccccc1	3.6%	5.3%	4.1%	0.4	96	-10.1%	-0.6%	-11.3%	i	0.3	0.3%
COc1ccc(NC(=O)CCc2c(C)nc3nc(CNC(=O)c4cccc(F)c4)nn3c2C)cc1OC	-0.3%	9.6%	12.2%	-1.3	83	1.6%	-6.2%	-14.8%	i	8.0	-1.6%

Source: PubChem BioAssay
